# Rab9 promoter act – activates the Rab9 promoter | Huh7 Rab9 promoter-luciferase reporter, luminescence, 24 h | Potency, µM (top dose mostly 9.22 µM), for inactives: top-dose activation, negative = inhibition, usual class: activators | 2.8% of 320,000 active | AID 485297; further: potency means the concentration at half of the fitted maximal effect; % of control where 0% means no effect; nearly all actives have a fitted effect of over 60% in size
#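 Luminescence from Amplite-detected luciferase (10 minutes, ambient) reports Rab9 promoter activation. Before that, stable Rab9-luciferase Huh7 cells (1500/well, reduced-serum OP-MEM I plus 10% FBS) were exposed to compound for 24 hours at 37C.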
# RORg inh – inhibitors of mouse ROR gamma transcriptional activity | 5.4% of 310,000 active | P51450 | Potency, µM (series often up to 53.6 µM), for inactives: at the top dose activity change, negative = inhibition, usual class: inhibitors | Drosophila S2 Gal4-RORgamma UAS-luciferase reporter, 20 h; further: potency means the concentration at half of the fitted maximal effect; on the % scale 0 is the no-effect control and ±100 the full control effect; nearly all actives have a fitted effect of over 60% in size
#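 In this cell-based reporter format, copper sulfate (700 uM final) drives Gal4–ROR gamma fusion expression from a metallothionein promoter in Drosophila Schneider cells; compounds preincubated 1 hr, reporter read after 20 hr at ambient temperature.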
# Gal4-VP16 FLuc – Gal4-VP16 reporter inhibition counter-screen; Drosophila S2 Gal4-VP16 UAS-luciferase, luminescence, 20 h; Potency, µM (series often up to 53.6 µM), inactives show at the highest dose activity, negative = inhibition, hits mostly inhibitors; 3.5% of 310,000 active;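 further: Gal4-VP16 expression switched on by copper sulfate through the metallothionein promoter; potency means the concentration at half of the fitted maximal effect; on the % scale 0 is the no-effect control and ±100 the full control effect; nearly all actives have a fitted effect of over 50% in size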
# FLuc modulator – inhibits or activates purified firefly luciferase, miR-21 counter-screen. 6.9% of 360,000 active. P08659. Potency, µM (titrated, usually from 57.5 µM), inactives show at the highest dose activity change, negative = inhibition, usual class: inhibitors. purified FLuc, Km substrates, luminescence inhibition;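 further: potency means the concentration at half of the fitted maximal effect; plate controls were vehicle for no effect and reference inhibitor for full effect; nearly all actives have a fitted effect of over 55% in size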
# Target sequence (P08659 whole entry, looked up): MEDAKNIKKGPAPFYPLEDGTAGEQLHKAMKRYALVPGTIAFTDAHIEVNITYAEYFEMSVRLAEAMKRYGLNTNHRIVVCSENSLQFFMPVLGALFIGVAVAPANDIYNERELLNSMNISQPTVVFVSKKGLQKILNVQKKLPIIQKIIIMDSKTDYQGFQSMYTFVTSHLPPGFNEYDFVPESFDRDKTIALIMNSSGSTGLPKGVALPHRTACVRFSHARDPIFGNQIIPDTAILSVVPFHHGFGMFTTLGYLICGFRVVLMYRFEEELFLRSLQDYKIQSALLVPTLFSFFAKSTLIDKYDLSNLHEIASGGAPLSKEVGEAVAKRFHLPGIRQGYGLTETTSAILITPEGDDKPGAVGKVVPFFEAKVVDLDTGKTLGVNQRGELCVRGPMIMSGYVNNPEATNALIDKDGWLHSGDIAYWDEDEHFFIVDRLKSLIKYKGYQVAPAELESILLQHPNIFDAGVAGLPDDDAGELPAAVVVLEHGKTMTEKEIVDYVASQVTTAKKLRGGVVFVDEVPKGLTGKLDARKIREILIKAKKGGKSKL
#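 Purified P. pyralis luciferase, 10 nM final, with Km-level 10 uM D-luciferin and 10 uM ATP in 50 mM Tris acetate pH 7.5, 10 mM Mg acetate, 0.01% Tween-20, 0.05% BSA; 6-point qHTS titration about 60 µM downward; luminescence read.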
# Menin-MLL TR inh – menin-MLL binding inhibition, Texas Red mutant peptide; O00255; Menin + Texas Red MLL mutant peptide, fluorescence polarization; Potency, µM (doses to about 61.6 µM), without a hit: at the top dose FP activity change, negative = inhibition, hits mostly inhibitors; 0.23% of 270,000 active; active means well fitted inhibition curve with a large enough effect in the polarisation, with a control signal flat, not every such curve was filed as active; inconclusive means small, poorly fitted or top-dose-only effect, or effect the other way, or a change in a side signal; inactive means no such curve, though single readings can be large or run the other way; the % refers to the polarisation; further: potency means the concentration at half of the fitted maximal effect; % of control where 0% means no effect; many of its hits are not listed in these tables
# NPC1 prom act – NPC1 promoter activation | Huh7 NPC1 promoter luciferase reporter, 24 h | Potency, µM (highest dose often 9.22 µM), for the others: top-dose activation, usual class: activators | 2.4% of 320,000 active | AID 485313;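 further: potency means the concentration at half of the fitted maximal effect; % of control where 0% means no effect; nearly all actives have a fitted effect of over 60% in size; reporter is driven by a mutant NPC1 promoter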
#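 Luminescence from an NPC1 promoter-driven luciferase reporter in stably transfected Huh7 cells was measured after 24 h compound treatment at 37 °C, followed by 10 min ambient incubation with luciferase detection reagent.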
# PKM2 act – PKM2 (human) enzyme activation; Potency, µM (titrated, usually from 57.5 µM), inactives show at the top dose activation, hits mostly activators; P14618; AID 1631; purified PKM2, Kinase-Glo ATP luminescence, activation; response scale: 0% is enzyme alone, no compound; 0.34% of 260,000 active; further: potency means the concentration at half of the fitted maximal effect; on the % scale 0 is the no-effect control and ±100 the full control effect; nearly all actives have a fitted effect of over 55% in size
#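 Purified hPK-M2 (>95% pure) converted ADP (0.1 mM final) to ATP with 0.5 mM PEP in 50 mM imidazole pH7.2, KCl, MgCl2, Tween 20, BSA; 1 h at room temperature. ATP detected by Kinase-Glo luminescence.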
# MBNL1-CUG inh – inhibitors of human MBNL1 binding to CUG repeat RNA. Q9NR56. Potency, µM (doses to about 57.5 µM), for inactives: at the top dose activity change, negative = inhibition, hits mostly inhibitors. TR-FRET MBNL1-His/biotin-(CUG)12 binding, 665/545 ratio. 0.036% of 280,000 active. AID 2675; active means well fitted inhibition curve with a large enough effect in the signal ratio, with a control signal flat, not every such curve was filed as active; inconclusive means small, poorly fitted or top-dose-only effect, or effect the other way, or a change in a side signal; inactive means no such curve, though single readings can be large or run the other way; the % refers to the signal ratio; further: potency means the concentration at half of the fitted maximal effect; on the % scale 0 is the no-effect control and ±100 the full control effect
# Target sequence (Q9NR56 whole entry, looked up): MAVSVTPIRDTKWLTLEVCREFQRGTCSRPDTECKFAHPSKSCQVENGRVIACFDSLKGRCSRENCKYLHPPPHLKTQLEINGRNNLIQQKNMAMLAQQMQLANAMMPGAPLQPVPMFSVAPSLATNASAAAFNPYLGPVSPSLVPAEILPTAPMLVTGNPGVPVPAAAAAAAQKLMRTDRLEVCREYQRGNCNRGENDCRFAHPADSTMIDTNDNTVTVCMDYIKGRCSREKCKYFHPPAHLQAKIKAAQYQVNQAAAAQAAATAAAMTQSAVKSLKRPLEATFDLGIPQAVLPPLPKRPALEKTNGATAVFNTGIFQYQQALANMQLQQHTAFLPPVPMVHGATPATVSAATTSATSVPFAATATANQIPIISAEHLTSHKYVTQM
#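 TR-FRET readout: Ex 340 nm, 665/545 nm emission ratio, normalized to buffer-only (basal) and MBNL1-(CUG)12 controls. Complex of MBNL1-His with Biotin-(CUG)12, compounds 92 nM–58 uM, incubated 60 min at room temperature.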
# Mito fusion act – inhibitors of mitochondrial division or activators of mitochondrial fusion | AID 485298 | Potency, µM (series often up to 46.1 µM), without a hit: top-dose growth rescue (activation), most hits filed as activators | S. cerevisiae fusion-defective mutant growth rescue, CellTiterGlo 48 h | 0.23% of 320,000 active;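 further: potency means the concentration at half of the fitted maximal effect; % of control where 0% means no effect; nearly all actives have a fitted effect of over 45% in size; temperature-sensitive fusion mutants such as fzo1-1 at 37 °C on non-fermentable ethanol glycerol medium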
#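 Luminescent cell viability in 1536-well qHTS format served as the measure of rescued growth in ts fusion-mutant S. cerevisiae cultured on non-fermentable YPEG for 48 hours at 37C.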
# KCNH2 3.1 block – blocks the human KCNH2 3.1 channel isoform; U2OS KCNH2 3.1, thallium flux FluxOr; hits give low values; activity change, % (tested at about 1.8 µM); 0.95% of 340,000 active; AID 720553;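 active means maximum activity change below -70%; inconclusive means maximum activity change from -70% to -50%; inactive means maximum activity change above -50%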;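 further: thallium influx rate constant from kinetic fluorescence after stimulation buffer; on the % scale 0 is the no-effect control and ±100 the full control effect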
#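 Thallium flux read-out: FluxOr dye with Red40 quencher in HBSS/HEPES, 45 min at RT. Rate constants from kinetic reads were normalized to positive and negative DMSO controls. Cells: U2OS virally expressing the 3.1 isoform.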
# ELG1 repair inh – ELG1-dependent DNA repair inhibition. HEK293T ELG1-luciferase reporter, luminescence, 16 h; DNA damage induced by 5-fluorouridine. Potency, µM (top dose mostly 46.1 µM), for inactives: top-dose activity change, negative = inhibition, actives largely listed as inhibitors. 2.3% of 330,000 active; further: potency means the concentration at half of the fitted maximal effect; on the % scale 0 is the no-effect control and ±100 the full control effect; nearly all actives have a fitted effect of over 55% in size
#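 Overnight (16 hr) co-exposure of 2,000 cells/well to 5-fluorouridine and compound at 37 °C preceded detection. Luciferase was quantified via ONE-Glo luminescence; loss of signal denotes inhibition.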
# * marks the source's active call; other numbers are inactive results; ? = inconclusive; nt = not tested or not shown; & = joins results of further samples; [ ] = remark or other dose. Unless noted, the call rests on the fitted dose curve; in most records, active means well fitted curve in the direction sought with a large enough effect; inconclusive means small, poorly fitted or top-dose-only effect, or another doubt; inactive means no such curve, though single readings can be large; an effect the other way counts as inactive or inconclusive. A portion of the library. The share of hits here may be higher or lower than overall.
SMILES,Rab9 promoter act,RORg inh,Gal4-VP16 FLuc,FLuc modulator,Menin-MLL TR inh,NPC1 prom act,PKM2 act,MBNL1-CUG inh,Mito fusion act,KCNH2 3.1 block,ELG1 repair inh
Cc1cccc2cc(CN(Cc3cccs3)Cc3nnnn3Cc3ccccc3)c(=O)[nH]c12,-10.0%,34.6%,4.0%,0.1%,?,-0.1%,-1.5%,-1.7%,2.7%,-8.5,18.4µM*
O=S(=O)(NCC(c1cccnc1)N1CCOCC1)c1ccccc1 (stereo unspecified),-8.9%,11.2%,-18.4%,-0.5%,4.3%,-5.1%,14.2%,-5.1%,-5.4%,-5.1,-2.5%
OC(C#CCCN1CCCCC1)(c1ccccc1)c1ccccc1,7.5%,2.3%,-6.3%,0.2%,nt,-0.7%,4.2%,nt,-6.2%,15.5,?
COc1ccc(CN(C)C(=O)c2cc(-c3ccc(C)cc3C)nc3ccccc23)c(OC)c1OC,-0.1%,-10.5%,-21.6%,-1.2%,-8.7%,-1.7%,nt,-0.3%,6.9%,-3.1,8.2µM*
CCC(=O)N1CCc2cc(Br)cc(S(=O)(=O)N3CCC(C(=O)NC(C)(C)C)CC3)c21,-1.1%,-7.6%,-18.9%,1.9%&2.3%,-17.1%,-1.5%,nt,4.5%,5.8%,5.7,7.3µM*
NC(=O)CCC1NC(=S)N(Cc2ccccc2)C1=O (stereo unspecified),-7.1%,-0.4%,5.4%,3.1%,10.1%,-0.7%,9.4%,-4.5%,1.7%,-3.7,-7.6%
CC/C(=N\NC(=O)CSCc1ccc(Cl)cc1)c1ccc2c(c1)OCCO2,-34.9%[inhibitor],9.6%,2.0%,3.6%,30.4%[activator],-7.5%,-1.6%,-1.3%,-1.0%,-4.1,-13.9%
CCOc1cc(/C=N/NC(=O)c2ccc(N(C)S(=O)(=O)c3ccccc3)cc2)ccc1OC,1.1%,-21.8%,4.0%,1.9%,32.6%,2.5%,nt,?,-3.8%,-11.0,-19.3%
c1ccc(-c2cc(-c3ccncc3)nc3ccc4ccccc4c23)cc1,-5.4%,8.91µM*,?,4.8%,-2.1%,5.8%,5.0%,nt,0.0%,1.4,1.4%
COc1cc(C(=S)N2CCC(Cc3ccccc3)CC2)ccc1OCC(N)=O,-1.4%[1.84 µM],-4.9%,5.7%,2.7%,?,-2.7%,nt,-5.8%,9.0%,4.1,11.3%
Cc1c2cn[nH]c(=O)c2c(C)n1-c1ccccc1,4.3%,-2.7%,-3.5%,6.01µM*,-16.3%,2.6%,nt,-0.4%,0.0%,3.0,?
COC(=O)c1ccc(N2CCC(C)CC2)c(N)c1,?,21.9%,23.5%,12µM*,-9.3%,?,-2.2%,0.3%,1.2%,1.4,?
CCCN1CCN(CC(=O)Nc2cc(OCC)ccc2OCC)CC1,-12.5%,-2.9%,-0.8%,-1.3%,-18.7%,-0.8%,nt,-6.4%,3.2%,-28.7,12.6%
Cn1c(Cl)c(/C=N/OC(=O)C2CC2)c2ccccc21,6.3%,11.0%,17.0%,?,-25.0%,-12.2%,-1.4%,0.2%,15.9%,-91.8*,-6.8%
CC(=O)N(CCc1ccccc1C)Cc1cc2cc(C)ccc2[nH]c1=O,-0.7%,19.2%,-14.4%,2.1%,-16.8%,-1.6%,0.6%,-2.2%,4.1%,5.7,-13.7%
O=C(Nc1nc2ccccc2s1)c1ccccc1[N+](=O)[O-],?,?,19.7%,16.9µM*,17.9%,?,-6.9%,?,-1.2%,4.7,?
COc1cc(C2Nc3ccc4ccccc4c3C3=C2C(=O)CC(C)(C)C3)ccc1OCC(=O)O (stereo unspecified),11.3%,0.1%,-6.0%,2.1%,9.9%,-2.9%,-1.6%,26.5%,1.0%,-3.0,?
CCOc1ccc(NC(=O)c2ccc(NCC(=O)N3CCCCCC3)cc2)cc1,9.0%,2.9%,0.9%,10.7µM*,3.7%,26.2%,-0.4%,-4.0%,-6.1%,-9.4,?
COCCCN(CCC#N)C(=O)c1c(-c2c(Cl)cccc2Cl)noc1C,0.1%,4.1%,-20.7%,1.6%,nt,1.0%,-4.8%,-2.7%,0.2%,-8.8,19.4%
COc1ccc(CCNC(=O)CCCCn2c(=O)[nH]c3ccccc3c2=O)cc1OC,3.9%,14.1%,-2.3%,4.7%,13.6%,-3.4%,0.5%,-2.9%,0.9%,3.3,-7.1%
COc1ccc(NC(=O)C2CCC(CNc3c(N4CCCCC4)c(=O)c3=O)CC2)c(OC)c1 (stereo unspecified),0.3%,4.7%,1.7%,-1.8%,nt,-5.6%,-9.8%,6.8%,-4.2%,-4.3,7.3µM*
CCn1c(-c2ccccc2SC)n[nH]c1=S,-5.2%,14.1µM*,-11.0%,-3.6%,5.4%,-4.4%,-8.4%,-2.4%,-6.6%,9.5,-5.2%
CC#CC(=O)N1CCC(C(=O)Nc2ccc(Oc3ccccc3)nc2)CC1,?,9.9%,3.7%,?,-7.7%,?,-1.1%,0.0%,1.0%,0.3,?
COC(=O)c1ccc(-n2c(C)nc(=O)c(-c3ccccc3)c2C)cc1,-2.5%,-16.3%,0.7%,-2.5%,9.1%,-4.1%,0.6%,9.7%,-0.1%,16.5,-0.4%
CCc1c(C)c2c(C)[nH]nc2oc1=O,0.0%,2.7%,6.7%,-10.5%,?,-6.6%,-0.2%,-10.6%,-0.2%,1.1,20.1%
CC(C)c1ccc(S(=O)(=O)N2CCN(C(=S)NCc3ccco3)CC2)cc1,-3.5%,-4.4%,-13.5%,-0.4%,-3.5%,-1.6%,?,nt,15.2%,2.1,-4.0%
C=C(C)C(=O)Nc1cccc(C2=NOC3(C2)C[C@H](C(N)=O)N(C(=O)c2ccccc2C(=O)c2ccccc2)C3)c1 (stereo partly specified),-9.7%,15.7%,-13.2%,-0.3%,nt,-10.2%,-8.8%,-5.1%,32.8%,15.2,?
CCC(C)C(=O)Nc1nc(C)c(-c2csc(Nc3ccccc3OC)n2)s1 (stereo unspecified),2.7%,?,?,?,?,-10.5%,2.6%,177.7%[activator],3.0%,16.0,?
CC(=O)c1ccc(N2CCN(c3ccnc4cc(Cl)ccc34)CC2)cc1,-3.1%,-12.6%,-8.9%,4.5%,-23.8%,-2.2%,-13.2%,1.6%,-3.0%,-90.7*,-0.7%
Cc1cccc(OCCNC(=S)NC(=O)c2cncc(Br)c2)c1,5.8%,5.01µM*,6.31µM*,1.7%,-26.3%,0.7%,-8.4%,-4.2%,-8.1%,-3.5,1.8%
CCOc1ccccc1NC(=O)C1CCCN(c2c(CC)c(C)nc3ncnn23)C1 (stereo unspecified),-1.5%,13.2%,5.3%,2.3%,-7.5%,-0.8%,nt,-4.1%,6.3%,4.0,?
Cc1cccc(-n2c(=O)c(C#N)cc3c(=O)n4ccccc4nc32)c1,3.0%,-5.0%,13.2%,-0.3%,-10.7%,-0.2%,1.1%,?,-2.3%,0.4,-6.8%
CCOc1ccc(S(=O)(=O)N2CCC(C(=O)Nc3cc(S(C)(=O)=O)ccc3Cl)CC2)cc1,-3.3%,nt,nt,0.1%,nt,-4.7%,nt,nt,-2.0%,-10.6,0.4%
Cc1c[n+](CC(=O)c2ccccc2)c(C)cn1,3.6%,-18.3%,0.0%,-5.2%,-2.5%,10.0%,1.9%[11.5 µM],?,0.4%,-2.7,27.0%
CCSc1nc2cc(OC)c(OC)cc2c(=O)n1CC,-7.7%,0.2%,-2.5%,5.8%,13.7%,-1.8%,-0.4%,-5.7%,7.6%,-2.0,-18.6%
Cc1ccccc1Nc1nnc(SCC(=O)NC(=O)NCc2ccco2)s1,-2.5%,3.6%[10 µM],-15.4%,-1.3%,16.6%,1.4%,5.9%,6.8%,2.4%,-14.4,-4.4%
O=C(Cn1cc2c(n1)CCCCC2)NC1CCN(Cc2ccccc2)CC1,-6.0%,-10.7%,7.2%,-0.7%,-4.5%,-0.1%,-11.5%,1.9%,0.6%,6.7,-13.6%
Cc1nn(Cc2cccc(C(=O)Nc3ccn(Cc4c(F)c(F)cc(F)c4F)n3)c2)c(C)c1[N+](=O)[O-],2.6%,-5.0%,-10.4%,-0.1%,11.7%,-4.6%,5.3%,0.0%,0.3%,20.6,20.6µM*

# Screening results (PubChem BioAssay)
